Source: PubChem (several laboratories)
DNMT1 inh = human DNMT1 methyltransferase inhibitors, primary screen, biochemical, molecular beacon, fluorescence, HinP1I cleavage, uHTS. AID 588458, 2011. inhibition (reported as % activation of signal), % at 10 µM. DNA (cytosine-5)-methyltransferase 1 (Homo sapiens), P26358. hit rate 0.83% among 360,000; in the data active = inhibition above about 50%
STEP inh = STEP phosphatase inhibitors, primary screen, biochemical, fluorescence intensity, uHTS | Tyrosine-protein phosphatase non-receptor type 5 (Homo sapiens), P54829 | recombinant STEP, OMFP fluorogenic substrate | inhibition, % at 20 µM | hit rate 0.25% among 360,000;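 active = inhibition at 20 µM, scaled per plate between control wells, above about 37%, limit read from the data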;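 also: 0% = DMSO with enzyme and substrate and 100% = substrate only without enzyme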
Target sequence (P54829 whole entry, looked up): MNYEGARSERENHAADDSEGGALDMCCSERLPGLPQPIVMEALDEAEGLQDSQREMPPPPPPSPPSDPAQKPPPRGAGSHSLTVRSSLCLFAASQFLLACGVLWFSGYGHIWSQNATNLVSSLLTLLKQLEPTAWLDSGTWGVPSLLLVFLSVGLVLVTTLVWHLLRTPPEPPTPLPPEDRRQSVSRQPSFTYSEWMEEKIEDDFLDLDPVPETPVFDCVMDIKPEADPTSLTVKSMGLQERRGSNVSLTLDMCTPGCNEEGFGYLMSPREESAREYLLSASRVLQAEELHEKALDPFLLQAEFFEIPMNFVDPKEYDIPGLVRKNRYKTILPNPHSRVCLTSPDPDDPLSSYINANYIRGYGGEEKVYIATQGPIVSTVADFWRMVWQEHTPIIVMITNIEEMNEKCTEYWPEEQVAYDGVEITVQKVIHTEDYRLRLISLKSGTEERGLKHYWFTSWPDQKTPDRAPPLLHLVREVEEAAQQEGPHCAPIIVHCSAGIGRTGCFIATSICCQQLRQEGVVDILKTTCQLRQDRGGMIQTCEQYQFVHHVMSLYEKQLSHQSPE
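Material: STEP (striatal-enriched tyrosine phosphatase) enzyme, cell-free; Compound dosing: 20 µM single dose in 1% DMSO; Technique: fluorescence read at 480 nm ex / 540 nm em; Times: reaction 20 min, ambient temperature; Medium: 50 mM Bis-Tris pH 6.0 with 2.5 mM DTT and 0.005% Tween 20; Also added: OMFP at 25 µM.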
CendR NRP1 mod = modulators of CendR peptide binding to NRP-1, primary screen, biochemical, fluorescence polarization, uHTS; hit rate 0.85% among 360,000; Neuropilin-1 (Homo sapiens), O14786; inhibition, % at 25 µM; FAM-RPARPAR peptide binding to NRP-1; AID 602438, 2012;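 active = inhibition or corrected inhibition above about 18%, plus a signal ratio from 0.5 to 1.5, limit read from the data, passing the limit was not always enough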; also: strong numbers were not always called active
NadD inh = inhibitors of S. aureus NadD, primary screen, biochemical, colorimetric, uHTS; purified NadD enzyme, colorimetric absorbance read-out; inhibition, % at 20 µM; hit rate 0.78% among 360,000; in the data active = inhibition above about 26%; also: some compounds past the cut are filed as inactive
TbMetRS inhib = T. brucei MetRS inhibitors, primary screen, biochemical, luminescence | inhibition, % at 11.9 µM | AID 624268, 2012 | hit rate 0.4% among 360,000 | purified T. brucei MetRS, ATP depletion, Kinase-Glo luminescence | methionyl-tRNA synthetase (Trypanosoma brucei brucei);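 active = inhibition above a per-plate cutoff of the control wells' mean inhibition plus 3 SD, cut at about 5.5% in these data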;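 also: 0% = DMSO wells median and 100% = median of wells with control inhibitor compound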
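Material: parasite MetRS enzyme / Replication: singlicate, one well per compound / Signal: luminescence of leftover ATP / Schedule: 2 h aminoacylation at 25 °C after 15 min preincubation / Medium: HEPES-MgCl2-KCl buffer plus DTT, spermine, BSA, pyrophosphatase / Doses: 11.9 µM single point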
Neddylation inh = inhibitors of cullin neddylation, primary screen, biochemical, TR-FRET, uHTS, NAE and Ubc12 | NEDD8-conjugating enzyme Ubc12 (Homo sapiens) + NEDD8-activating enzyme E1 regulatory … | calls only at 25 µM | hit rate 0.58% among 360,000; in the data active = inhibition above about 36%
Scp1 inh = Scp-1 phosphatase inhibitors, primary screen, biochemical, colorimetric, uHTS; Carboxy-terminal domain RNA polymerase II polypeptide A small phosphatase 1 (Homo …; Recombinant Scp1, phosphopeptide, malachite green phosphate absorbance; inhibition, % at 20 µM; hit rate 0.88% among 340,000; AID 493091, 2011;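 active = inhibition above about 50% at 20 µM, limit read from the data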;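 also: plate controls were DMSO wells with enzyme for no effect and wells lacking enzyme for full effect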
Target sequence (Q9GZU7 76-261 limits assumed): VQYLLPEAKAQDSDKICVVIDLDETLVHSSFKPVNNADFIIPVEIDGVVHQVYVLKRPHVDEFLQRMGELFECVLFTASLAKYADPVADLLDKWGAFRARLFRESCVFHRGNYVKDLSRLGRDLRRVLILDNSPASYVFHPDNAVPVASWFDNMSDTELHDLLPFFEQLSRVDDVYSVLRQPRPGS
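Material: truncated SCP-1 phosphatase (76-261aa) / Buffer or medium: 50 mM Tris acetate pH 5.5, 0.005% Tween-20, 10 mM MgCl2 / Compound dosing: one concentration, 20 µM, with 1.0% DMSO / Incubation: 45 min room-temperature reaction, 5 min colour, 30 min stabiliser / Detection: colorimetric free-phosphate detection, absorbance 630 nm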
SKN-1 inh = suppressors of acrylamide-induced Pgst-4::GFP reporter in worms, primary screen, SKN-1 inhibitor project, whole organism, uHTS, GFP/RFP fluorescence ratio, strain VP596. hit rate 0.49% among 360,000. inhibition, % at 21.8 µM. AID 624304, 2012. C. elegans VP596 Pgst-4::GFP/RFP ratio, 24 h;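 active = interference check ratio from 0.5 to 1.5 plus GFP to RFP signal ratio inhibition reaching or exceeding a fixed threshold, cut at about 30% in these data, passing the limit was not always enough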; also: some compounds called inactive have numbers as strong as hits
SUMO1 PPI mod = modulators of SUMO1 protein-protein interactions, primary screen, biochemical, uHTS; Small ubiquitin-related modifier 1 (Homo sapiens), P63165; SUMO1 binding to a labelled peptide, TR-FRET, 1 h; inhibition, % at 20 µM; hit rate 0.33% among 360,000; in the data active = inhibition above about 37%
Target sequence (P63165 whole entry, looked up): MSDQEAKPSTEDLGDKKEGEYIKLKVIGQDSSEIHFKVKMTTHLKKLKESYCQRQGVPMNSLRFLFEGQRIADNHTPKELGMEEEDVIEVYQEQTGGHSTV
LMPTP inh = LMPTP phosphatase inhibitors, primary screen, biochemical, fluorescence intensity, uHTS; inhibition, % at 20 µM; Low molecular weight phosphotyrosine protein phosphatase (Homo sapiens), P24666; recombinant LMPTP-A, OMFP fluorogenic substrate; hit rate 0.22% among 360,000;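 active = compounds that cut the enzyme signal by at least half of the control window in the single-dose screen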;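 also: plate controls were DMSO wells with enzyme plus substrate for no effect and substrate without enzyme for full effect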
Target sequence (P24666 whole entry, looked up): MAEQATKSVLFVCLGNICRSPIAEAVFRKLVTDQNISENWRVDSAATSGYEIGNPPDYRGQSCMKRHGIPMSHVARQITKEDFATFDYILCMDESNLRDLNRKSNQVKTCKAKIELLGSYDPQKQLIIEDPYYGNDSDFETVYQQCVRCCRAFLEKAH
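Assay system: LMPTP-A enzyme. Input: 0.625 nM LMPTP-A final. Probe or stimulus: 400 µM OMFP. Compound dosing: single 20 µM dose. Schedule: 50 min dark incubation at room temperature. Detection: fluorescence intensity of OMFP turnover product. Read-out: percent inhibition versus substrate-only and uninhibited controls. Benchmarks: no-enzyme low control, uninhibited high control.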
Active calls of the source: *; i = inactive; x = no result given.

SMILES	DNMT1 inh	STEP inh	CendR NRP1 mod	NadD inh	TbMetRS inhib	Neddylation inh	Scp1 inh	SKN-1 inh	SUMO1 PPI mod	LMPTP inh
CCCCOc1c(Cl)cc(C(=O)N(C)CC(=O)Nc2ccc(N3CCOCC3)cc2)cc1OCC	-2	0	6	-2	0.7	i	-7	-8	5	3.2
Cc1c(C(=O)n2cnc3ccccc32)cccc1[N+](=O)[O-]	3	1	-2	1	0.0	i	-10	-4	-2	-0.2
CCOCCCN(Cc1ccco1)C(=O)c1cc2c(=O)[nH]c3ccc(C)cc3c2s1	-3	0	-8	-10	0.1	i	-17	5	4	0.5
CC1CCN(c2ccc(NC(=O)Cc3ccccc3)cc2)CC1	0	1	-14	1	0.6	i	-2	4	1	2.3
Cc1cc(C)cc(N(CC(=O)N2CCC(C)CC2)S(C)(=O)=O)c1	1	-1	-4	3	-0.7	i	-5	-4	-2	0.1
c1ccc(-c2csc(N3CCc4ccccc4C3)n2)cc1	0	0	-8	11	0.5	i	0	11	0	1.9
Cc1ccc(S(=O)(=O)CCc2nc3ccccc3[nH]2)cc1	0	-3	7	-3	0.5	i	-6	-5	-4	-0.5
COc1ccc2oc(C(=O)N(C)CCOc3ccc(Cl)cc3)c(C)c2c1	-2	2	-10	-9	-0.1	i	-13	15	6	6.4
S=C(Nc1ccccc1)Nn1cnnc1	-2	1	12	1	-0.7	i	1	-6	-1	2.9
Cc1noc(C)c1COc1ccc(C(=O)N2CCN(c3cccc(Cl)c3)CC2)cc1	-1	3	0	4	-0.3	i	0	-15	1	0.4
COc1ccc(OC[C@@H](O)CNC(=O)c2cccc3c2C(=O)c2ccc(-c4ccc(F)cc4OCc4ccccc4)cc2S3(=O)=O)cc1	-2	0	-8	35*	-0.5	i	-7	1	-2	2.3
CCOC(=O)Nc1ccccc1C(=O)N1CCOCC1	3	-2	12	-4	-0.2	i	-6	-6	-5	-1.6
CC(Oc1ccc(Cl)cc1Cl)C(=O)Nc1ccc(OCC(=O)O)cc1 (centres undefined)	1	-3	9	-6	-0.5	i	2	5	0	-0.6
CC(=O)c1cccc(NC(=O)CSc2ccc(-c3ccco3)nn2)c1	5	9	-1	9	-0.2	i	34	10	1	38
O=C(OCC(=O)N1CCCC1)c1ccc(S(=O)(=O)Nc2ccccc2)cc1	0	0	-4	0	-0.6	i	-7	-3	4	-0.3

Arranged by SMILES length (falling): three of the compounds above
SMILES	DNMT1 inh	STEP inh	CendR NRP1 mod	NadD inh	TbMetRS inhib	Neddylation inh	Scp1 inh	SKN-1 inh	SUMO1 PPI mod	LMPTP inh
O=C(OCC(=O)N1CCCC1)c1ccc(S(=O)(=O)Nc2ccccc2)cc1	0	0	-4	0	-0.6	i	-7	-3	4	-0.3
CC1CCN(c2ccc(NC(=O)Cc3ccccc3)cc2)CC1	0	1	-14	1	0.6	i	-2	4	1	2.3
S=C(Nc1ccccc1)Nn1cnnc1	-2	1	12	1	-0.7	i	1	-6	-1	2.9

(cont.)
SMILES	DNMT1 inh	STEP inh	CendR NRP1 mod	NadD inh	TbMetRS inhib	Neddylation inh	Scp1 inh	SKN-1 inh	SUMO1 PPI mod	LMPTP inh
c1ccc2c(c1)OCC(c1csc3ncnc(N4CCOCC4)c13)O2 (centres undefined)	-2	1	6	1	0.4	i	-7	7	-2	0.0
CC(C)N(Cc1nc2ccccc2[nH]1)C(C)C	5	1	1	-1	0.1	i	-7	-6	5	-1.5
O=C(NCc1cccnc1)C1CCN(S(=O)(=O)N2CCOCC2)CC1	9	-1	5	0	-1.0	i	3	0	2	-1.4
COc1ccc(/C(C)=N/OCC(=O)Nc2nc3ccccc3s2)cc1	-3	-2	2	-10	-0.3	i	3	-13	-2	0.1
C=C(C)C1CC=C(C)/C(=N/NC(=O)CCC(=O)Nc2ccccc2Cl)C1 (centres undefined)	1	0	9	-2	-0.8	i	9	-8	3	-0.7
O=C(NCc1ccc(F)cc1F)[C@@H]1CCCN1C(=O)[C@@H]1CCCN1C(=O)c1ccccc1	x	x	0	-9	-0.6	i	x	5	5	-2.7
CCOC(=O)CC(=O)Nc1ccn[nH]1	2	-1	11	-7	-0.5	i	-5	9	3	-0.3
CC(Sc1ccc(Cl)cc1)C(=O)NNC(=O)c1ccccc1O (centres undefined)	2	-2	1	-8	-0.5	i	-13	15	5	2.0
COC(=O)c1cc2sccc2n1Cc1nc(-c2cccc(Cl)c2)oc1C	-3	2	-17	-1	0.0	i	-9	0	2	1.3
O=C(NNC(=O)c1ccc(Br)cc1)c1ccncc1	-1	-3	-6	-2	-0.3	i	-8	7	0	-2.1
Cc1ccc(S(=O)(=O)N(C)Cc2ccc(C(=O)N/N=C/c3ccc(OC(F)F)cc3)cc2)cc1	10	-1	-9	8	0.2	i	-8	5	-4	-0.2
CN(CCC1CCOCC1)C(=O)C1CCC(=O)N(CCc2cccc(F)c2)C1 (centres undefined)	0	0	2	2	-0.5	i	-5	15	-1	0.1
CCOC(=O)C1C(=O)Oc2ccc3ccccc3c2C1C1CCOC1=O (centres undefined)	0	1	3	3	0.2	i	-7	9	-1	-0.2
CCOC(=O)c1[nH]c(CN2CCN(c3ccc(OC)cc3)CC2)c(C(=O)OCC)c1C	1	2	12	-2	0.1	i	-10	6	4	1.4
O=C(c1cn[nH]c1)N1CCc2c([nH]c3ccccc23)C1c1c(F)cccc1Cl (centres undefined)	-9	-1	40*	2	-0.1	i	4	1	-1	0.9
Cc1nn(-c2ccccc2)c(Cl)c1C(=O)OCC(=O)NCCc1ccc(S(N)(=O)=O)cc1	-2	0	-2	2	-0.4	i	-3	10	1	0.8
Cc1cc(C)cc(NC(=O)C2CCCN(S(=O)(=O)c3cnc[nH]3)C2)c1 (centres undefined)	-1	1	7	-1	-0.5	i	-12	-4	3	-0.3
O=C(Nc1ccc(-c2csc(-c3ccccc3)n2)cc1)c1ccccc1Cl	6	2	10	-1	0.3	i	-12	31	-3	2.0
CCOC(=O)N1CCC(NC(=O)CS(=O)(=O)Cc2nc(-c3ccccc3C)oc2C)CC1	0	1	-5	2	-0.7	i	2	2	-7	-1.7
Cc1nc2ccccc2c(=O)n1CCCO	6	-3	-3	5	-0.1	i	0	-17	-1	0.2
CC(Oc1ccccc1)c1ccn[nH]1 (centres undefined)	-1	-2	11	10	0.0	i	-3	4	2	0.2
CC12CCC(C(=O)Nc3ccccc3-n3cccc3)(CC1=O)C2(C)C (centres undefined)	1	-2	-7	-4	-0.7	i	-1	11	-1	-0.4
CN1CCC(N(C)C(=O)c2ccc(Cl)c(S(=O)(=O)Nc3cc(Cl)ccc3Cl)c2)CC1	-4	2	3	3	0.2	i	-8	-8	13	-3.7
O=[N+]([O-])c1ccc(N2CCN(c3ccccc3O)CC2)c(Cl)c1	-12	1	15	3	7.0*	i	-10	3	-19	2.5
COc1ccc2nc(NC(=O)C3CCN(S(=O)(=O)c4cccs4)CC3)sc2c1	18	1	-1	-1	-0.2	i	-3	13	11	0.5
Nc1c(N2CCOCC2)cc(Cl)c2nonc12	3	15	7	6	-0.2	i	0	2	9	-0.5
CCC(C)Cn1c(C)nc2ccccc21 (centres undefined)	-2	-4	-4	-3	-0.5	i	3	17	-3	2.9
CCN1C[C@@H]2[C@@H]3C(=O)N(Cc4ccccc4)C(=O)[C@@H]3[C@](CC)(C(=O)OC)N2C1=NCc1ccccc1	9	-1	-6	-1	0.6	i	0	-9	7	-1.5
Cc1ccc(S(=O)(=O)Nc2ccc(NC(=O)c3c(F)c(F)c(F)c(F)c3F)cc2)cc1	-5	-1	2	-1	0.1	i	-15	-6	3	2.7
Cc1ccc(NC(=O)CC2Oc3ccc(C)cc3NC2=O)cc1 (centres undefined)	2	-1	0	-8	-0.8	i	-4	10	1	-0.6
O=C(CCCN1C(=O)C(c2ccccc2)Oc2cccnc21)NCc1ccccc1F (centres undefined)	-1	1	1	4	0.0	i	-3	1	-4	0.4
Cc1c(Cc2ccccc2)sc(/N=C/c2ccc3ccccc3c2)c1C(N)=O	-1	1	-46	11	-0.3	i	-6	17	0	2.0
Cn1c(=O)c2cc(NC(=S)NCc3ccccc3F)ccc2n1Cc1cccc(C(F)(F)F)c1	-12	6	0	7	5.2	x	x	-1	-1	0.0
c1ccc(-c2noc(CN3CCN(C(c4ccccc4)c4ccccc4)CC3)n2)cc1	0	0	-16	2	0.0	i	0	15	0	2.6
CCN(CC(=O)Nc1c(F)cccc1F)C(=O)Cc1ccccc1	0	-3	13	-9	-0.5	i	-8	19	0	-1.6
O=C(c1ccc2c(c1)N(Cc1ccc(F)cc1)C(=O)CS2)N1CCOCC1	0	-3	0	3	-1.2	i	-3	-2	-1	0.9
COc1ccc(C2=Nc3ccccc3N(C(=O)c3ccc(C(F)(F)F)cc3)C2C(=O)NCc2ccccc2)cc1 (centres undefined)	x	x	12	x	-0.4	i	x	11	-6	0.4
COc1cc(-c2nnc(COc3ccc4ccccc4c3)o2)cc(OC)c1OC	-9	1	4	1	-0.3	i	-11	-19	-3	4.5
CCCCOC(=O)/C=C/c1c(C)[nH]c(=O)[nH]c1=O	11	0	10	-1	-0.9	i	0	-9	-4	-0.8
COc1ccc(CNC(=O)C(CC(C)C)NC(=O)c2ccccc2C)cc1 (centres undefined)	4	-1	-3	8	-0.6	i	-3	1	4	0.0
COc1cc(/C=N/NC(=O)c2cccc(C(=O)N/N=C/c3ccc(O)c(OC)c3)n2)ccc1O	-2	4	-6	-9	-0.6	i	-6	0	21	-0.8
C=CCn1cnc2scc(-c3ccc(OC)cc3)c2c1=O	-3	-2	-12	4	-0.5	i	-5	5	-1	0.8

This is a random part of the collection (roughly 4.6% active in at least one column).
